Screening results (PubChem BioAssay)
IMP-1 inhibitor – blocks Pseudomonas aeruginosa IMP-1 metallo-beta-lactamase. purified IMP-1, nitrocefin hydrolysis, epi-absorbance fluorescence. inhibition, % at 5.6 µM. 0.45% of 290,000 active;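 active = inhibition above the mean plus 3 SD of all compounds in the same screening run, cut at about 4.5% in these data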;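 also: 0% = IMP-1 with DMSO and 100% = DMSO wells lacking enzyme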
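assay system = purified recombinant IMP-1 metallo-beta-lactamase enzyme | schedule = 15 min preincubation plus 25 min reaction at 25 °C | signal = Epi-absorbance fluorescence, 480 nm excitation, 530 nm emission | read-out basis = percent inhibition from optical density relative to buffer-blank wells | controls = IMP-1 with DMSO as 0%, enzyme-free DMSO as 100%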
M18AAP inhibitor – blocks P. falciparum M18 aspartyl aminopeptidase | inhibition, % at 7.35 µM | 1.2% of 290,000 active | recombinant PfM18AAP, H-Glu-NHMec fluorogenic cleavage;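 active = inhibition above the campaign mean inhibition over all tested compounds plus 3 SD, cut at about 28% in these data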;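 also: 0% = plate median of test compound wells and 100% = 2 mM ZnCl2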
DNA FID counter – displaces DNA intercalator in HCV helicase counter-screen | DNA fluorescent intercalator displacement, fluorescence | AID 1845 | 0.17% of 290,000 active | inhibition, % at 7.9 µM; in the data active = inhibition above about 37%;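 also: 0% = vehicle and 100% = reference compound; higher means more ethidium bromide displaced from hairpin DNA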
IDE cell activ – boosts human insulin-degrading enzyme activity in HEK cells; 0.073% of 340,000 active; FAbeta-B cleavage, fluorescence polarization; 0% vehicle, 100% cell-free pure enzyme wells; P14735; AID 493087; activation, % at 5.96 µM;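 active = activation above the mean of all tested compounds plus 3 SD, set per screening campaign, cut at about 17% in these data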
HCV NS3 hel inh – HCV NS3 helicase inhibition. NS3 helicase DNA unwinding, Cy5 molecular beacon fluorescence. inhibition, % at 10.9 µM. 0.56% of 290,000 active. AID 1800;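 active = inhibition above the mean of all tested compounds plus 3 SD, set per campaign, cut at about 35% in these data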;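 also: 0% = DMSO wells and 100% = thioflavine S control wells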
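Compound dosing – single dose, 10.9 µM nominal final, DMSO 0.8% final · System – NS3 helicase fragment of HCV · Buffer or medium – MOPS pH 6.5, MgCl2, DTT, Tween20, BSA · Signal – Cy5 beacon fluorescence read at start and 1 h · Also added – annealed dual-labelled DNA beacon duplex, ATP-started · Schedule – 1 h at 25 °C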
SUMO HTRF inh – SUMOylation inhibition | inhibition, % at 35 µM | P63279 | HTRF SUMOylation assay, SAE1/SAE2 + UBC9, in vitro | 0.36% of 290,000 active; in the data active = inhibition above about 50%, passing the limit was not always enough; also: strong numbers were not always called active
Target sequence (P63279 whole entry, looked up): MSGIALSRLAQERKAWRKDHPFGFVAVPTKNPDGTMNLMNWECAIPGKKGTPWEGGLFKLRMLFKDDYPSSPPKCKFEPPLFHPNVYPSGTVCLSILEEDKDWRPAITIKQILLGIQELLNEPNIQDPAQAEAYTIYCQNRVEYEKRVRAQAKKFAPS
VIM-2 inhibitor – blocks Pseudomonas aeruginosa VIM-2 metallo-beta-lactamase; inhibition, % at 5.6 µM; 0.89% of 290,000 active; AID 1527; purified VIM-2, nitrocefin hydrolysis, epi-absorbance fluorescence;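 active = inhibition above the mean of all tested compounds plus 3 SD, cutoff set per screening run, cut at about 7.5% in these data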;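 also: red hydrolysis product quenches plate fluorescence so inhibitors raise well fluorescence; 0% = enzyme with DMSO and 100% = DMSO without enzyme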
pCIP destab – lowers stability of the mouse p/CIP coactivator protein; F442A p/CIP-EGFP cells, EGFP fluorescence, 16 h; decrease of EGFP signal, % at 10 µM; 0.01% of 290,000 active; Q05BA5;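 active = EGFP signal decrease of at least 30% at 10 µM or well 3 SD below plate mean, unless failing retest; inactive = the rest, including hits failing retest or dose response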; also: some compounds called inactive have numbers as strong as hits; many of its hits are not listed in these tables
IDE inh – inhibits human insulin-degrading enzyme in HEK cells; FAbetaB cleavage, fluorescence polarization; P14735; 0.41% of 320,000 active; inhibition, % at 5.59 µM;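 active = percent inhibition above the average of all tested compounds plus 3 SD, set per screening campaign, cut at about 16% in these data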;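 also: IDE supplied by intact live HEK cells; FP after avidin binding of uncleaved biotin substrate so inhibition keeps polarization high; 0% = DMSO wells and 100% = 60 µM reference IDE inhibitor Ii1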
* marks the source's active call; other numbers are inactive results; . = not tested or not shown.

SMILES	IMP-1 inhibitor	M18AAP inhibitor	DNA FID counter	IDE cell activ	HCV NS3 hel inh	SUMO HTRF inh	VIM-2 inhibitor	pCIP destab	IDE inh
CCOc1cccc(CN2CCCC(C(=O)c3cc(Cl)ccc3OC)C2)c1O (configuration not stated)	-1.9	-4.5	7.5	2.0	-38.1	6.5	-0.8	-7.1	-6.1
O=C(C[n+]1cccc(NC(=O)c2ccccc2)c1)c1cccc([N+](=O)[O-])c1	-2.5	5.1	5.0	2.0	-17.4	-7.8	-3.6	-2.2	-6.5
O=C(CN1C(=O)NC2(CCCCC2)C1=O)NCCC1=CCCCC1	-0.6	-4.9	-6.1	-1.0	-2.1	15.5	-0.8	-14.0	0.4
COc1ccnc2c1c(=O)n(Cc1ccccc1Cl)c(=O)n2C	-0.7	-3.4	-16.4	7.5	7.1	2.9	1.6	-5.6	2.8
CCCCc1c(C(=O)O)cc(OC)cc1C(=O)O	-3.1	-4.8	3.8	-1.7	-7.1	8.1	-0.1	-13.8	-2.7
CC(=O)Nc1ccc(OCC(=O)c2ccc(C)cc2C)cc1	-2.1	-16.0	-9.8	0.4	7.3	5.1	0.7	-7.3	0.2
c1ccc(CC2CCN(C(c3cccs3)c3nnnn3C3CCCC3)CC2)cc1 (configuration not stated)	-2.8	-3.5	-2.4	-3.1	-7.9	-3.8	-4.4	16.7	-3.9
CCCC1CCc2c(sc(N)c2C(N)=O)C1 (configuration not stated)	-2.5	-9.3	-7.3	2.1	0.5	2.2	-3.4	-6.3	-7.5
CCOC(=O)c1sc(N)c(C(=O)OCC)c1COC(=O)C1CC(=O)N(Cc2ccco2)C1 (configuration not stated)	-3.5	3.9	-44.3	7.2	1.3	27.8	-3.5	4.0	0.4
Cc1ccc(C)c(OCC(=O)Nc2ccccc2C(=O)N2CCOCC2)c1	-3.2	-0.1	-22.8	4.6	1.3	12.8	-1.7	1.8	0.8

Brought forward from above: 2 entries, then new ones.
SMILES	IMP-1 inhibitor	M18AAP inhibitor	DNA FID counter	IDE cell activ	HCV NS3 hel inh	SUMO HTRF inh	VIM-2 inhibitor	pCIP destab	IDE inh
CCOC(=O)c1sc(N)c(C(=O)OCC)c1COC(=O)C1CC(=O)N(Cc2ccco2)C1 (configuration not stated)	-3.5	3.9	-44.3	7.2	1.3	27.8	-3.5	4.0	0.4
Cc1ccc(C)c(OCC(=O)Nc2ccccc2C(=O)N2CCOCC2)c1	-3.2	-0.1	-22.8	4.6	1.3	12.8	-1.7	1.8	0.8
COc1cc(C(=O)O[C@H]2C/C(C)=C/CC[C@]3(C)O[C@@H]3C(O)C2C(C)C)cc(OC)c1OC (some centres not stated)	-3.4	-1.1	-47.6	1.7	-15.6	-4.4	0.1	1.8	2.2
Cc1cc(C)c2nc(N3CCCC(C(=O)NCCN4CCOCC4)C3)sc2c1 (configuration not stated)	-2.2	-0.6	-1.1	-5.8	-9.9	15.6	-0.8	-7.0	4.1
CC(C)=CCN1CCN(CCCc2ccccc2)CC1CCO (configuration not stated)	-0.9	-4.6	2.4	4.1	-12.1	1.0	0.5	-5.4	3.6
Cc1ccc(NC(=O)CSc2nnc(CNC(=O)c3ccco3)o2)cc1Cl	-2.4	-3.6	-24.1	2.1	5.0	2.9	0.0	-1.2	-5.0
Cc1n[nH]c(C)c1Cc1c(F)cccc1Cl	-3.1	-5.1	-7.4	-4.6	3.9	29.1	-1.5	-1.5	-2.2
CN1N=C(C(=O)N2CCc3c([nH]c4ccccc34)C2c2ccccc2Cl)CCC1=O (configuration not stated)	-1.8	2.1	-26.6	7.5	-6.2	4.7	-3.8	5.5	-8.0
CCCCCCN1C2=NCCN2c2ccccc21	-3.1	1.5	4.3	1.0	-9.6	0.9	-0.8	3.4	10.2
CCOc1cc(/C=C2/C(=N)N3N=C(C)SC3=NC2=O)ccc1OS(=O)(=O)c1ccc(C)cc1	-4.4	-2.6	-15.7	1.6	-6.8	21.4	-4.3	-9.2	7.2
Cc1cc[n+](CC(=O)Nc2ccccc2)cc1	1.5	-19.6	3.2	-0.1	-16.5	3.1	1.6	1.0	2.8
COc1ccc(C(=O)NC2CCSC2=O)cc1 (configuration not stated)	2.7	-9.9	-3.0	3.8	-2.8	15.5	-0.5	-5.6	-7.1
O=c1c2c(-c3cccc([N+](=O)[O-])c3)ccnc2[nH]n1-c1ccccc1	-1.5	0.6	-4.1	3.9	21.1	6.8	-2.6	-8.9	.
COc1ccc(C(=O)NC(=S)Nc2cccc(Cl)c2N2CCOCC2)cc1[N+](=O)[O-]	-0.3	-3.9	2.0	3.3	2.1	-3.6	-1.5	-10.3	0.8
C=CCNC(=O)COC(=O)COc1ccc(Cl)cc1	-1.4	1.6	-5.8	2.4	-5.1	-1.9	-2.2	9.5	1.0
Cc1ccccc1NC(=S)N(CCN1CCCCC1)Cc1ccco1	-2.5	1.2	2.2	-0.9	-0.1	3.2	-3.6	9.0	4.3
CC(C)C(C(=O)NCC1CCCO1)N(C(=O)CNS(=O)(=O)c1ccc(F)cc1)C1CCCCC1 (configuration not stated)	1.0	-12.3	-29.3	-4.1	-5.9	5.9	1.3	-0.8	-0.9
O=C(CN1C2CCC1CC(NC(=O)Nc1ccccc1)C2)NCc1ccco1 (configuration not stated)	-2.1	-1.0	1.4	2.6	0.5	0.9	-1.6	1.8	4.3
COc1ccc(/C=N\NC(=O)c2ccccc2OC)cc1COc1c(F)c(F)c(F)c(F)c1F	0.1	0.7	-21.2	2.7	-9.0	-22.7	2.0	3.4	1.7
CC(=O)c1cc2c(cc1NS(=O)(=O)c1ccc(C)cc1)OCO2	-3.1	3.7	-1.3	7.5	0.0	2.7	-1.7	-7.8	1.6
CC(C)CN(C(=O)CN1CCN(c2ccccc2O)CC1)c1c(N)n(CC(C)C)c(=O)[nH]c1=O	-4.2	15.4	-4.5	-3.2	-24.2	4.4	-5.8	-2.9	-2.5
Cc1ccc(NNC(=O)Nc2ccc(Cl)cc2)nn1	-2.6	31.5*	-2.5	.	-14.2	-16.2	-2.9	8.8	8.3
CCOC(=O)CNC(=O)Nc1cccc(Cl)c1C	-1.3	-10.8	0.5	3.4	2.3	7.9	-0.8	-7.6	0.8
C=CCNS(=O)(=O)c1ccc(C(=O)OCc2cc(=O)oc3cc(OC)ccc23)cc1	-2.4	-0.6	-32.6	-0.2	9.1	3.4	-0.7	-3.6	2.9
CC(C)C[C@@H](CO)N1CCNCCC1=O	-3.9	0.8	-10.8	5.8	0.6	10.0	1.2	-7.9	3.8
O=S(=O)(c1cc(F)cc(F)c1)N1CCN(c2ncccn2)CC1	-4.9	-25.9	-0.3	2.0	5.6	12.0	-3.5	2.5	1.0
CCOC(=O)N/N=C\c1ccc(OC(=O)c2ccc3c(c2)OCO3)cc1	-2.8	0.9	-17.0	4.8	4.5	2.4	-3.8	-4.1	2.7
Cc1noc(C)c1S(=O)(=O)N(CC(=O)NCc1ccc2c(c1)OCO2)c1ccc(C(C)C)cc1	-4.0	-0.9	-18.9	-1.9	1.4	-7.7	-0.7	-13.0	5.7
CC1=NN(C(=O)Cc2ccccc2)C(O)(c2ccccc2)C1 (configuration not stated)	-1.7	4.9	-3.8	0.3	-0.6	-10.2	-1.7	-0.6	2.2
COc1ccc(N(CC(=O)Nc2ccc(F)c(Cl)c2)S(=O)(=O)c2c(C)noc2C)cc1	-0.7	5.4	-1.0	3.5	0.6	-25.1	-2.7	-10.3	-1.1
O=C(CCl)c1cc2c3c(c1)CC(=O)N3CCC2	0.1	5.2	5.6	4.6	-2.5	19.5	1.2	-4.7	-4.7
CCOC(=O)c1c(C)c(C(=O)NCCCOC)c(C)n1C	-3.7	5.5	-4.8	-5.2	2.1	-7.0	-2.4	-0.5	-1.7
O=C(NNc1ccccc1Cl)C(O)(c1cccc(C(F)(F)F)c1)c1cccc(C(F)(F)F)c1	-2.1	0.9	2.3	4.8	1.9	-31.7	-3.0	-6.1	-7.6
COc1ccccc1NC(=O)N1CCCC1C(=O)Nc1ccc(NC(C)=O)cc1 (configuration not stated)	-2.9	0.8	1.1	7.2	-3.4	10.7	-2.1	-8.7	5.0
O=C(NCc1ccccc1Cl)C1CCC(=O)N(CCCN2CCCC2=O)C1 (configuration not stated)	-1.4	1.2	-7.2	7.6	7.0	0.2	0.4	0.9	2.3
COc1ccc(NC(=O)C2CC(=O)N(Cc3ccc(C)cc3)C2)cc1S(=O)(=O)N1CCCCC1 (configuration not stated)	-5.3	1.5	-47.7	-5.5	-1.2	6.0	-1.4	-2.1	-0.3
CCN=C(NCC)SC1CC(=O)N(c2cccc(OCC)c2)C1=O (configuration not stated)	-2.8	-1.0	-14.8	2.8	1.7	4.7	-0.4	-3.5	5.6
CCCCSc1n[nH]c(N)n1	-2.4	-3.0	2.3	-2.9	-10.9	1.4	-2.1	-10.8	-5.7
Cc1cccc(C)c1NC(=O)Nc1ccc2c(c1)OCO2	-1.6	2.8	-2.1	1.2	-1.8	14.1	-3.4	-5.0	1.6
CC(C)(C)S(=O)(=O)c1ccc(S(=O)(=O)C(C)(C)C)s1	4.2	-8.8	-0.3	.	-6.0	-5.5	-0.4	-32.6	0.7
Cc1noc(NS(=O)(=O)c2ccc(N/C=C\C(=O)c3cccc4ccccc34)cc2)c1C	-2.4	6.9	-16.4	3.9	10.0	27.0	-2.3	-3.5	8.2
COC(=O)[C@H](C)NC(=O)Nc1ccccc1C(F)(F)F	-1.1	-7.0	-1.4	0.2	11.9	22.0	-3.4	-17.9	-1.1
CCc1cccc(NC(=O)NC(=O)Cn2nnc(C(=O)OC)c2C(=O)OC)c1	-2.5	-4.6	-15.3	2.4	1.6	20.0	-3.7	-31.6	-0.1
O=C(Nc1nccs1)c1cc(-c2ccncc2)nc2ccccc12	0.3	-6.0	3.7	9.0	13.2	18.2	-1.4	-3.2	-0.8
Cc1cccc(-n2cnc3sc(C)c(C)c3c2=O)c1	-2.9	2.2	-9.1	-0.5	9.1	14.7	-0.4	-13.8	-3.1
CCCC(C)NC(=O)/C=C/c1cccc([N+](=O)[O-])c1 (configuration not stated)	-0.3	1.3	3.1	6.1	-4.5	15.2	-0.4	5.1	-2.0
CCC(Sc1nc2cc(OC)c(OC)cc2c(=O)n1CCc1ccc(S(N)(=O)=O)cc1)C(=O)NCCOC (configuration not stated)	-2.1	0.4	-21.4	-0.6	-4.1	4.5	-0.3	-0.8	-1.9
NS(=O)(=O)c1ccc(CCNC(=O)c2ccc(Cl)nc2)cc1	-2.6	-8.3	-2.7	0.9	4.6	15.4	-1.0	-1.7	3.8
O=C(CCn1c2c(c3ccccc31)CCCC2)NNC(=O)c1ccccc1Cl	1.1	15.8	-20.8	-6.9	29.8	-3.9	0.7	-6.4	-1.7

Single values from above:
For VIM-2 inhibitor, CCC(Sc1nc2cc(OC)c(OC)cc2c(=O)n1CCc1ccc(S(N)(=O)=O)cc1)C(=O)NCCOC (configuration not stated) is listed with -0.3
For VIM-2 inhibitor, O=C(Nc1nccs1)c1cc(-c2ccncc2)nc2ccccc12 is listed with -1.4
For M18AAP inhibitor, Cc1cccc(-n2cnc3sc(C)c(C)c3c2=O)c1 is listed with 2.2
